tuberculosis growth = growth inhibition of non-replicating M. tuberculosis (AID 488890); hit rate 0.39% among 320,000; one-dose inhibition, % at 25 µM; IC50 in µM for titrated hits; Mycobacterium tuberculosis non-replicating, growth inhibition; higher % means a stronger effect; in the data active means a potency from the dose series; inconclusive means inhibition mostly from about 82% at the one dose, without a potency; inactive means the rest, 99 in 100 with inhibition below about 76%;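 further: plate controls were DMSO cells for no effect and high antibiotic wells for full effect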
H37Rv inhibition = M. tuberculosis growth inhibition, HTS (AID 449762). M. tuberculosis H37Rv growth inhibition, 7H9 media; higher % means a stronger effect. one-dose inhibition, % at 25 µM; IC50 in µM for titrated hits. hit rate 0.59% among 330,000; in the data active means a potency from the dose series; inconclusive means inhibition above about 70% without an active follow-up result;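 further: bacterial growth assessed after seven days of incubation; strong numbers were not always called active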
VEEV TC-83 Vero = inhibitors of VEEV TC-83 cytopathic effect, confirmation, Vero cells (AID 588727) | Vero cells, VEEV TC-83 cytopathic effect inhibition; higher % means a stronger effect | one-dose inhibition, % at 20 µM; IC50 in µM for titrated hits | hit rate 0.13% among 350,000; in the data active means a potency from the dose series; inconclusive means inhibition mostly from about 14% at the one dose, without a potency; inactive means the rest, 99 in 100 with inhibition below about 12%; further: strong numbers were not always called active
H1N1 NS1A inhibition = NS1A inhibition, H1N1 influenza, cell based functional assay (AID 504329); inhibition, % at 12.5 µM, or IC50 in µM where a hit was titrated; NS1A functional cell-based assay, percent inhibition; higher % means a stronger effect; hit rate 0.3% among 340,000; in the data active means a potency from the dose series; inconclusive means inhibition above about 27% without an active follow-up result; further: strong numbers were not always called active
Salmonella PhoP GFP = Inhibition of PhoP regulon, Salmonella typhi GFP reporter cells, confirmation, 4 h (AID 1850); hit rate 0.33% among 310,000; Salmonella Typhi PhoP-promoter GFP reporter, fluorescence, 4 h; higher % means a stronger effect; one-dose inhibition, % at 50 µM; IC50 in µM for titrated hits; in the data active means a potency from the dose series; inconclusive means inhibition mostly from about 25% at the one dose, without a potency; inactive means the rest, 99 in 100 with inhibition below about 19%;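 further: 0% = induced wells with vehicle and 100% = uninduced wells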
VEEV TC-83 Vero 10K pilot screen = further read-out of VEEV TC-83 Vero, marked with its call; inhibition, %; measured here: 10K pilot screen inhibition
Active calls of the source: *; i = inactive; ? = inconclusive; nt = not tested or not shown. Rows are unselected (roughly 1.5% active in at least one column).

SMILES	tuberculosis growth	H37Rv inhibition	VEEV TC-83 Vero	H1N1 NS1A inhibition	Salmonella PhoP GFP	others
Cc1ccccc1NC(=O)Nc1ccccc1C(=O)NCc1ccccc1	-22%	0%	6.8%	-2%	3%
Cc1ccc(SCCNC(=O)c2ccc([N+](=O)[O-])c(C)c2)cc1	76%	6%	0.5%	3%	-3%
OCCn1c(SC2CCCCC2)nc2ccccc21	6%	-1%	3.6%	2%	-5%
O=C1NCCN1Cc1ccccc1F	nt	nt	1.7%	2%	-3%
COc1ccc(NC(=O)CCCc2c[nH]c3ccccc23)cc1OC	14%	6%	0.4%	-2%	-8%
CC[n+]1c(-c2ccc(C)cc2)csc1Nc1c(C)n(C)n(-c2ccccc2)c1=O	26%	8%	3.8%	1%	-3%
CN(C)/C=C(/C(=O)c1ccc(Cl)cc1)S(=O)(=O)c1ccccc1	3%	-6%	1.9%	-6%	5%
Cc1cc(NC(=O)c2ccc([N+](=O)[O-])cc2)n(C)n1	-9%	4%	1.2%	nt	-2%
O=C(Nc1ccc(-n2cnnn2)cc1)c1cccc(S(=O)(=O)N2CCCC2)c1	16%	-6%	4.0%	-1%	nt
C/C(=N\NC(=O)C(O)c1ccccc1)c1ccc(Br)s1 (stereo not given)	11%	1%	i	1%	0%
CCOC(=O)c1c(CSc2nc(C)cc(C)c2C#N)n(C)c2cc(Br)c(OC(C)=O)cc12	3%	12%	0.6%	4%	-11%
COc1ccc(CCNC(=O)Cn2c(=O)cnc3ccccc32)cc1	-16%	-4%	3.9%	-13%	-6%
CCOC(=O)c1c(NC(=O)CN2C(=O)NC3(CCC(C)CC3)C2=O)sc(C)c1-c1ccc(C)cc1 (stereo not given)	6%	3%	0.7%	-1%	-7%
CN(C)S(=O)(=O)c1ccc(NC(=O)c2ccc([N+](=O)[O-])cc2)cc1	7%	-10%	1.1%	-7%	2%
Cc1ccc(C(=O)COC(=O)c2ccco2)cc1C	53%	9%	2.8%	-13%	3%
Cc1cc(C(=O)Nc2c(F)cc(F)cc2Br)n(-c2ccccc2)n1	17%	7%	0.9%	-12%	1%
Cc1cc2c(cc1S(=O)(=O)N(C)C1CCCCC1)OCC(=O)N2	-2%	-2%	0.9%	2%	10%	VEEV TC-83 Vero 10K pilot screen=0.5
CC(C(=O)N1CCOCCOCCOCCOCCOCC1)N1C(=O)c2ccccc2C1=O (stereo not given)	-2%	-10%	0.4%	-12%	1%
Cc1ccc(NC(=S)N(CCCN2CCCC2)Cc2cccn2Cc2ccc(Cl)cc2)cc1	?	?	i	16%	10%
O=C(CSc1nnc(NC(=O)c2ccccc2F)s1)NCc1ccc(F)cc1	67%	0%	6.1%	-1%	2%
CC1CCN(S(=O)(=O)c2ccc3nc(-c4ccccn4)cc(C(=O)NCCN(C)Cc4ccccc4)c3c2)CC1	nt	nt	3.0%	-2%	nt
O=C(CSC1CC(=O)N(c2ccc(C(=O)O)cc2)C1=O)Nc1ccc(Cl)cc1 (stereo not given)	17%	-5%	2.7%	11%	7%
O=C(c1cccs1)N1CCC(c2nc3c(nnn3Cc3c(Cl)cccc3Cl)c(=O)[nH]2)CC1	-5%	0%	2.7%	-4%	10%
COc1cc(OC)cc(C(=O)NNC(=O)CNC(=O)c2cccs2)c1	-1%	-5%	4.1%	-8%	nt
CN1CCN(c2c([N+](=O)[O-])cnc3ccccc23)CC1	50%	11%	2.1%	-9%	-4%
CC(C)(CO)Nc1nc(Nc2ccccc2)nc(Nc2ccccc2)n1	2%	70%	7.0%	1%	0%
O=C(Oc1ccc2c(c1)OCO2)c1ccncc1	29%	5%	0.8%	-7%	-4%
O=C(Nc1ccc2c(c1)CCCN2C(=O)c1ccco1)c1cc([N+](=O)[O-])ccc1Cl	26%	64%	8.4%	1%	-1%
Cc1cccc(C(=O)N[C@H](C(=O)Nc2nccs2)C(C)C)c1	21%	4%	0.7%	-2%	-5%
Cc1ccc2c(c1)-n1c(nc3ccc(C)cc3c1=O)C(Cc1ccc(O)cc1)NC2=O (stereo not given)	23%	-2%	nt	nt	nt
COc1ccc(-c2noc(CCC(=O)N3CCN(c4cccc(C)c4C)CC3)n2)cc1	nt	nt	i	-17%	nt
O=C(Nc1ccccc1Cl)Nc1cccc2cccnc12	44%	9%	i	8%	6%
COCCNC(=O)NC(=O)COC(=O)c1cccn1C	-10%	0%	2.5%	-5%	15%
COc1cc(NC(=O)Cc2ccc(OC)c(S(=O)(=O)N3CCOCC3)c2)c(OC)cc1Cl	19%	-13%	3.8%	-8%	-6%
O=C(c1cc(S(=O)(=O)N2CCCC2)c(Cl)cc1Cl)N1CCCC1	-9%	7%	i	-3%	12%
O=C1C2C3C=CC(C4CC34)C2C(=O)N1/N=C/c1cccs1 (stereo not given)	-2%	-5%	0.6%	-7%	0%
CC1C/C(=C\c2cccnc2)C(=O)/C(=C/c2cccnc2)C1 (stereo not given)	?	3.4µM*	?	17%	-7%
CCOC(=O)C1=C(N)OC2=C(C(=O)CC(C)(C)C2)C1c1cccnc1 (stereo not given)	69%	-9%	i	-10%	-4%
CCNc1ccc(S(N)(=O)=O)cc1[N+](=O)[O-]	19%	3%	i	0%	2%	VEEV TC-83 Vero 10K pilot screen=0.8
CC(=O)c1c(C)[nH]c(C(=O)OCC(=O)Nc2cc(C)on2)c1C	-4%	-3%	9.2%	11%	-9%

By substructure: the compounds so far containing a furan ring, fused or not (2)
SMILES	tuberculosis growth	H37Rv inhibition	VEEV TC-83 Vero	H1N1 NS1A inhibition	Salmonella PhoP GFP	others
Cc1ccc(C(=O)COC(=O)c2ccco2)cc1C	53%	9%	2.8%	-13%	3%
O=C(Nc1ccc2c(c1)CCCN2C(=O)c1ccco1)c1cc([N+](=O)[O-])ccc1Cl	26%	64%	8.4%	1%	-1%

Carrying on:
SMILES	tuberculosis growth	H37Rv inhibition	VEEV TC-83 Vero	H1N1 NS1A inhibition	Salmonella PhoP GFP	others
COc1ccc(OC)c(Nc2nc(NCc3ccco3)nc(N)c2[N+](=O)[O-])c1	-3%	7%	1.9%	nt	8%
O=C(C1CCCO1)N1CCN(c2ccccn2)CC1 (stereo not given)	1%	1%	i	-7%	13%
COc1ccc(N2C(=O)/C(=C/c3cc(C)n(-c4ccc(C)cn4)c3C)C(=O)NC2=S)c(OC)c1	2%	3%	3.3%	-9%	-6%
CC(C)CCNC(=O)c1cc2c(s1)-c1ccccc1S(=O)(=O)C2	17%	6%	5.7%	-6%	31%
COc1ccccc1N(CC1CO1)S(=O)(=O)c1ccc(C)cc1 (stereo not given)	2%	5%	0.1%	11%	6%
COc1ccc(CNC(=O)CCNS(=O)(=O)c2cc(Br)cnc2N)cc1	-4%	0%	4.8%	-4%	1%
COC(=O)C1=[N+]([O-])OC(C(=O)OC)C1c1c[nH]c2ccccc12 (stereo not given)	1%	0%	i	1%	-1%
CCCCC(=O)NN(C)c1nc(-c2ccccc2)nnc1C(F)(F)F	-17%	6%	i	4%	-5%	VEEV TC-83 Vero 10K pilot screen=0.4
CCOc1ccc(-c2ccc(SCC(=O)Nc3nnc(CC)s3)nn2)cc1	36%	5%	0.5%	-3%	6%
Cc1c(Cl)cccc1NC(=S)NCc1ccc(Cl)cc1	11%	-3%	5.3%	3%	1%
O=C(CNS(=O)(=O)c1cccs1)N1CCN(c2ccccn2)CC1	-22%	4%	0.5%	-6%	12%
CCOC(=O)CN1C(=O)/C(=C/c2ccc(Cl)cc2)Oc2ccccc21	21%	56%	i	18%	-6%
CC(=O)c1ccc(NC(=O)CCNC(=O)c2ccccc2Cl)cc1	-1%	4%	1.9%	4%	6%
COC(=O)c1ccc2nc(C)c(C)nc2c1	5%	-10%	i	-2%	-9%
O=C(NCCO)/C(=C/c1cccc([N+](=O)[O-])c1)NC(=O)c1ccco1	5%	-7%	0.3%	-2%	-4%
Cc1cccc(CCN2CCC(C(=O)c3ccc(NS(C)(=O)=O)cc3)CC2)n1	-2%	-1%	nt	nt	7%
Cc1c(Cl)cccc1N(CC(=O)NC1CCCCC1)S(C)(=O)=O	3%	-8%	1.4%	9%	-5%
Cc1cc(NC(=O)CCC(=O)N(Cc2ccco2)C2(C(=O)NC3CCCCC3)CCN(C)CC2)no1	-2%	-3%	1.3%	16%	-7%
C[C@]12c3[nH]c4ccccc4c3CCN1C(=O)C(CC(=O)NCCN1CCOCC1)C[C@@H]2C(=O)N1CCCCC1 (stereo not given in full)	-6%	-4%	i	-14%	nt
O=C(COC(=O)c1ccc2c(c1)OCO2)NCc1ccc(Cl)cc1	11%	3%	i	1%	-2%
COc1cccc(CC2(CO)CCN(CC3=CC[C@H]4C[C@@H]3C4(C)C)CC2)c1	57%	49%	i	-1%	6%
O=C(CSc1n[nH]c(=O)n1-c1ccccc1)Nc1ccccc1C(F)(F)F	-9%	-4%	0.4%	-3%	-1%
COc1cc(OC)c(OC)cc1CNCCSc1nnnn1C	-5%	0%	1.8%	-2%	-6%
O=c1[nH]c(=S)[nH]c(O)c1N=Nc1cc(S(=O)(=O)Nc2ccc(Cl)cc2)ccc1Cl	21%	-4%	7.2%	1%	nt
Cc1cc(C)c(C2=CSC3=NS(=O)(=O)CCN23)c(C)c1	5%	4%	0.3%	3%	3%
Clc1nc(-c2ccccc2)c2ccccc2n1	-24%	-4%	0.1%	1%	4%
CCCc1ccc2oc(C(=O)N(C)Cc3cnccn3)c(C)c2c1	13%	-6%	3.9%	0%	-11%
CCOc1ccccc1NC(=O)CSc1nnc2c(CC)c(C)nc(N)n12	-9%	3%	4.9%	-2%	17%	VEEV TC-83 Vero 10K pilot screen=0.2
COc1ccccc1NS(=O)(=O)c1ccc(C(=O)NCC(c2ccccc2OC)N(C)C)cc1 (stereo not given)	14%	0%	3.4%	-6%	1%
CCN(CC)CCC(c1ccc(N(C)C)cc1)c1c(OC)cc(OC)c2c(-c3ccccc3)cc(=O)oc12 (stereo not given)	-10%	-2%	3.9%	14µM*	0%
Cc1cccc(N(Cc2ccccc2)C(=O)c2ccccc2F)c1	26%	4%	i	-4%	14%
COc1ccc(C(=O)COC(=O)c2cc(=O)[nH]c3ccccc23)c(OC)c1	-9%	0%	1.3%	-4%	-7%
CC(Oc1ccccc1Cl)C(=O)N(Cc1ccco1)C1CCS(=O)(=O)C1 (stereo not given)	18%	0%	i	-12%	4%
COC(=O)c1sccc1NC(=O)CC1C(=O)NCCN1C(=O)c1ccc(F)cc1 (stereo not given)	0%	-12%	0.6%	9%	5%
CC(=O)c1c(C)[nH]c(C(=O)CSc2nnc(-c3ccco3)o2)c1C	0%	-6%	8.8%	3%	5%
O=C(NCCNC(=O)c1cc(F)cc(F)c1)c1cc(F)cc(F)c1	-29%	7%	1.0%	-23%	-7%
CCOC(=O)c1c(N/C=C(\C#N)c2nc(-c3ccc(OC(C)=O)cc3)cs2)sc2c1CCC2	nt	nt	1.7%	10%	nt
COc1ccc(Oc2nc3c(c(=O)n(C)c(=O)n3C)n2Cc2cccc(OC)c2)cc1	3%	8%	i	-5%	9%
COCCCNC(=S)NNC(=S)Nc1cccc(Cl)c1	47%	-7%	0.6%	nt	-1%
CSc1nc(-c2ccccc2)nc(N)c1C(C)=O	19%	5%	nt	nt	0%

Arranged by number of heavy atoms (low to high): part of the list above.
SMILES	tuberculosis growth	H37Rv inhibition	VEEV TC-83 Vero	H1N1 NS1A inhibition	Salmonella PhoP GFP	others
COc1cc(OC)c(OC)cc1CNCCSc1nnnn1C	-5%	0%	1.8%	-2%	-6%
O=C(NCCNC(=O)c1cc(F)cc(F)c1)c1cc(F)cc(F)c1	-29%	7%	1.0%	-23%	-7%
CCN(CC)CCC(c1ccc(N(C)C)cc1)c1c(OC)cc(OC)c2c(-c3ccccc3)cc(=O)oc12 (stereo not given)	-10%	-2%	3.9%	14µM*	0%

The main list resumes, repeating the two entries before the break.
SMILES	tuberculosis growth	H37Rv inhibition	VEEV TC-83 Vero	H1N1 NS1A inhibition	Salmonella PhoP GFP	others
COCCCNC(=S)NNC(=S)Nc1cccc(Cl)c1	47%	-7%	0.6%	nt	-1%
CSc1nc(-c2ccccc2)nc(N)c1C(C)=O	19%	5%	nt	nt	0%
CCC1=C2CC[C@H]3C(=O)N(C)C(=O)[C@H]3[C@H]2[C@@]2(Cc3ccccc3)C(=NCC(=O)OC)OC(=O)N2C1=O	-7%	-2%	0.1%	3%	-11%
CC1(C)CNc2cc([N+](=O)[O-])ccc2S1	25%	5%	0.2%	5%	-5%
Cn1cc([N+](=O)[O-])c(C(=O)NCc2cc3ccccc3[nH]2)n1	17%	0%	0.8%	-9%	9%
Cc1ccc(NS(=O)(=O)c2ccc(C(=O)N3CCCN(C)CC3)cc2)cc1	-4%	-3%	1.0%	-2%	3%
Cc1ccc2c(c1C)C(=O)C(=O)N2	nt	nt	i	-1%	nt
